Nrf2 inh = Nrf2 pathway inhibition; hit rate 2.1% among 360,000; Potency, µM (highest dose often 46 µM), for the others: top-dose activity change, negative = inhibition, hits mostly inhibitors; A549 ARE-Fluc reporter, luciferase luminescence, 18-24 h; AID 504444; note: potency is the fitted concentration of half-maximal effect; % is set by controls: 0 for no effect and ±100 for the full control effect; nearly all actives have a fitted effect of over 60% in size
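Concentration-response testing used A549 ARE_Fluc cells at 5000 cells/well. Following an 18-24 h compound incubation, viability was read by fluorescence (Ex 405/Em 525) and luciferase output by luminescence.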
HepG2 viability = kills HepG2 cells in TGF-b inhibitor counter-screen. hit rate 0.76% among 410,000. Potency, µM (top dose mostly 46.1 µM), for inactives: top-dose activity change, negative = cytotoxicity, most hits filed as cytotoxic. HepG2 CAGA-GFP viability, ATP luminescence, 18 h. AID 588856; note: potency is the fitted concentration of half-maximal effect; some results filed as inactive show a strong effect at the top dose
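CellTiter-Glo luminescence gave cytotoxicity after 18 hours at 37 degrees C. The cells were HepG2 CAGA-GFP in 1% FBS DMEM, stimulated with 500 pg/mL TGF-beta after compound addition. %Activity was normalised to no-cell wells (complete cell-killing) and DMSO (no toxicity), and curves were fitted and classified.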
MCF10A rerep = induces DNA re-replication in MCF 10a normal breast cells; hit rate 2.9% among 350,000; Potency, µM (series often up to 46.1 µM), for the others: at the highest dose activity, positive = re-replication, most hits filed as activators; MCF 10A DNA re-replication, Hoechst nuclear intensity, 48 h; note: potency is the fitted concentration of half-maximal effect; % of control where 0% means no effect; nearly all actives have a fitted effect of over 50% in size
S2 tox = reduces viability in counter-screen for ATXN expression inhibitors. S2 cells (HEK-293 line with an ATXN2-luciferase reporter) viability, CellTiter-Fluor protease fluorescence, 24 h. Potency, µM (top dose mostly 56.7 µM), actives largely listed as cytotoxic. hit rate 0.49% among 400,000. AID 651635; note: potency is the fitted concentration of half-maximal effect; nearly all actives have a fitted effect of over 40% in size
TGFb SMAD3 inh = blocks TGF-b signaling; HepG2 CAGA-GFP TGF-b/SMAD3 reporter, GFP fluorescence, 18 h; TGF-beta stimulated, 500 pg/mL final; Potency, µM (top dose mostly 46.1 µM), inactives show top-dose activity, negative = inhibition, hits mostly inhibitors; hit rate 1.2% among 410,000; AID 588855; note: potency is the fitted concentration of half-maximal effect; % is set by controls: 0 for no effect and ±100 for the full control effect; nearly all actives have a fitted effect of over 65% in size
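Inhibition was scored as loss of TGF-beta-induced (500 pg/mL final, 18 hours, 37 degrees C) GFP in HEPG2 cells carrying a CAGA-GFP reporter, in DMEM with 1% FBS. Well GFP was summed per cell; Activity was normalised to unstimulated and stimulated DMSO wells, then concentration-response fitting.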
IL1B secr inh = inflammasome signaling inhibition, IL-1 beta readout; THP-1 LPS/ATP IL-1B secretion, AlphaLISA, 16 h; active compounds read low; activity change, % at 57.5 µM; hit rate 4.7% among 360,000; AID 743279; in the data active = activity change below about -50%; inconclusive = mostly about -30% to -49%; note: % is set by controls: 0 for no effect and ±100 for the full control effect
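Secreted IL-1B measured by AlphaLISA bead assay after 16 h compound exposure of THP-1 cells; compounds (final up to 57.5 uM) added 1 h before LPS (250 ng/mL) and ATP (1.25 mM) stimulation; lower signal means less secretion.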
ATXN2 expr inh = inhibitors of ATXN2 expression | HEK-293 ATXN2-luciferase reporter, luminescence, 24 h | hit rate 0.72% among 360,000 | Potency, µM (titrated, usually from 57 µM), without a hit: at the top dose activity change, negative = inhibition, usual class: inhibitors; note: potency is the fitted concentration of half-maximal effect; % is set by controls: 0 for no effect and ±100 for the full control effect; nearly all actives have a fitted effect of over 55% in size
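ATXN2-luciferase reporter cells (luciferase flanked by upstream and downstream ATXN2 gene portions) were treated 24 h at 37 °C with compounds at up to 57 uM. SteadyGlo luminescence gave expression; GF-AFC fluorescence gave viability.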
A549 tox = A549 cytotoxicity, counter-screen for Nrf2 inhibitors | A549 ARE-Fluc cells, CellTiter-Fluor viability, 18-24 h | AID 504648 | hit rate 0.16% among 390,000 | Potency, µM (highest dose often 46 µM), for inactives: top-dose activity change, negative = cytotoxicity, most hits filed as inhibitors; note: potency is the fitted concentration of half-maximal effect; % is set by controls: 0 for no effect and ±100 for the full control effect
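A549 ARE-Fluc cells in 5% FBS OPTI-MEM, 5000 cells/well, rested 2 h then exposed to compounds in concentration-response for 18-24 h at 37 °C. Viability by CellTiter-Fluor fluorescence (Ex 405/Em 525) after 30 min; luciferase luminescence (BugLite, 15 min, RT) read afterwards.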
Nrf2 ARE act = activates Nrf2 signaling | hit rate 0.31% among 410,000 | AID 624171 | AREc32 ARE-luciferase reporter (MCF7-derived line), luminescence, 24 h | Potency, µM (series often up to 46.1 µM), inactives show at the top dose activation, usual class: activators; note: potency is the fitted concentration of half-maximal effect; % of control where 0% means no effect; nearly all actives have a fitted effect of over 65% in size
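Nrf2 activation is followed as ARE-luciferase induction in the AREc32 line after one day of compound treatment; luminescence is read with Steady-Glo.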
An asterisk follows results filed as active; i = inactive; ? = inconclusive; . = not tested or not shown; [ ] = dose if it differs, or a comment. Unless noted, calls come from the whole dose curve; as a rule, active = well fitted curve in the direction sought with a large enough effect; inconclusive = small, poorly fitted or top-dose-only effect, or another doubt; inactive = no such curve, though single readings can be large; an effect the other way counts as inactive or inconclusive.

Sample of the layout:
SMILES | Nrf2 inh | HepG2 viability | MCF10A rerep | S2 tox | TGFb SMAD3 inh | IL1B secr inh | ATXN2 expr inh | A549 tox | Nrf2 ARE act
CCN(C(=O)COC(=O)/C=C/c1ccc(OC)c(OC)c1)c1c(N)n(Cc2ccccc2)c(=O)[nH]c1=O | 5% | 6% | 13% | i | 13% | -1 | -5% | 0% | 0.0%
O=C(CC(c1ccccc1)c1cc(Cl)ccc1O)N1CCCC1 (stereo not given) | 1% | 34% | -6% | i | 5% | -17 | 3% | 5% | 4.1%
COc1ccc(S(=O)(=O)N2CCCCCC2)cc1C(=O)N(C)CC(=O)Nc1ccc(F)cc1 | -16% | 4% | 8% | i | 2% | -10 | -25% | 0% | -0.1%
CN(CCOc1ccccc1)CC(=O)Nc1ccc(Br)cc1F | -16% | 4% | 25% | i | 7% | -23 | -11% | 1% | 0.2%
Cc1ccc(NC(=O)CSC2=NN3CCCC(=O)N=C3S2)cc1Cl | -10% | -26% | 5% | i | -2% | -11 | -8% | 4% | 1.8%
Cc1ccccc1NC(=O)c1ccc2[nH]c(C)c(C)c2c1 | -28% | -35% | . | . | -25% | . | . | 1% | 9.5%
CNC[C@H]1Oc2cc(Br)ccc2S(=O)(=O)N([C@H](C)CO)C[C@H]1C | . | -7% | . | i | 1% | -17 | 4% | . | -0.1%
C[C@@H]1CN([C@@H](C)CO)C(=O)CCCn2nncc2CO[C@H]1CN(C)C(=O)Nc1ccc(F)cc1 | . | 43% | . | i | 35%[activator] | 19 | 3% | . | -0.4%
CN=c1sc(C(=O)Nc2ccccc2)c(C)n1C | ? | -1% | -3% | i | -6% | 27 | -7% | -2% | 4.1%

This part in full, repeating the preview:
SMILES | Nrf2 inh | HepG2 viability | MCF10A rerep | S2 tox | TGFb SMAD3 inh | IL1B secr inh | ATXN2 expr inh | A549 tox | Nrf2 ARE act
CCN(C(=O)COC(=O)/C=C/c1ccc(OC)c(OC)c1)c1c(N)n(Cc2ccccc2)c(=O)[nH]c1=O | 5% | 6% | 13% | i | 13% | -1 | -5% | 0% | 0.0%
O=C(CC(c1ccccc1)c1cc(Cl)ccc1O)N1CCCC1 (stereo not given) | 1% | 34% | -6% | i | 5% | -17 | 3% | 5% | 4.1%
COc1ccc(S(=O)(=O)N2CCCCCC2)cc1C(=O)N(C)CC(=O)Nc1ccc(F)cc1 | -16% | 4% | 8% | i | 2% | -10 | -25% | 0% | -0.1%
CN(CCOc1ccccc1)CC(=O)Nc1ccc(Br)cc1F | -16% | 4% | 25% | i | 7% | -23 | -11% | 1% | 0.2%
Cc1ccc(NC(=O)CSC2=NN3CCCC(=O)N=C3S2)cc1Cl | -10% | -26% | 5% | i | -2% | -11 | -8% | 4% | 1.8%
Cc1ccccc1NC(=O)c1ccc2[nH]c(C)c(C)c2c1 | -28% | -35% | . | . | -25% | . | . | 1% | 9.5%
CNC[C@H]1Oc2cc(Br)ccc2S(=O)(=O)N([C@H](C)CO)C[C@H]1C | . | -7% | . | i | 1% | -17 | 4% | . | -0.1%
C[C@@H]1CN([C@@H](C)CO)C(=O)CCCn2nncc2CO[C@H]1CN(C)C(=O)Nc1ccc(F)cc1 | . | 43% | . | i | 35%[activator] | 19 | 3% | . | -0.4%
CN=c1sc(C(=O)Nc2ccccc2)c(C)n1C | ? | -1% | -3% | i | -6% | 27 | -7% | -2% | 4.1%
CCOc1ccc(OCC(=O)NCc2n[nH]c(=O)c3ccccc23)cc1 | -9% | 3% | 6% | i | 6% | 18 | 3% | 1% | 0.1%
O=C(CN1c2cccc3cccc(c23)S1(=O)=O)Nc1ccccc1F | 3% | 9% | 4% | i | 7% | 16 | -21% | -1% | 0.5%
CCCN(C(=O)C1CCN(S(=O)(=O)c2ccc(OC)c(OC)c2)CC1)C1CCS(=O)(=O)C1 (stereo not given) | -12% | -2% | -1% | ? | -29% | -2 | -25% | -1% | 0.1%
Cc1cc(Cl)c(S(=O)(=O)NCc2ccccc2)cc1OCC(N)=O | -3% | -14% | 0% | i | -4% | 6 | 1% | 0% | -0.8%
CC(C)(C)OC(=O)N[C@@H](/C=C/c1ccccc1)C(=O)OC(C)(C)C | ? | -4% | -13% | i | -8% | 14 | -6% | 14% | 9.0%
COc1ccc(C(=O)NNc2ncnc3c2cnn3-c2cccc(Cl)c2)cc1OC | . | -1% | . | ? | -1% | . | ? | ? | 0.6%
CCCN(CCC)C(=O)Cn1c(=O)n(CCCCCC(=O)NCc2ccc3c(c2)OCO3)c(=O)c2sccc21 | -5% | -16% | . | . | -21% | . | . | -3% | 0.7%
Cc1ccc2nc(/N=C(\N)NC(=O)N3c4ccccc4Sc4ccccc43)nc(C)c2c1 | ? | -19% | 0% | ? | 0% | 5 | -15% | -3% | 0.1%
CS(=O)(=O)N(Cc1ccccc1)c1ccccn1 | . | 3% | 0% | i | 5% | -3 | 1% | 5% | -0.1%
COc1cccc(-c2nnn(CC(=O)N3CCCCC3)n2)c1 | 17% | 0% | 12% | i | -9% | 16 | 26% | -5% | -0.3%
Cc1ccc(/C=N/NC(=O)c2ccncc2)cc1 | ? | -12% | -25% | i | 2% | 23 | 24% | -2% | 0.6%
O=C(N/N=C/c1ccc(Br)s1)c1ccccc1[N+](=O)[O-] | -4% | -21% | 2% | i | ? | -4 | -10% | -15% | 5.4%
CC(=O)Nc1ccc(S(=O)(=O)N2CCN(CC(O)COc3ccc4ccccc4c3)CC2)cc1 (stereo not given) | ? | -18% | -6% | ? | ? | -61* | ? | -19% | 0.7%
COc1ccc(C(=O)C(C)[n+]2ccc(C)c3ccccc32)cc1[N+](=O)[O-] (stereo not given) | -6% | -9% | 0% | i | 3% | 0 | -15% | 10% | 0.3%
O=C(CN(Cc1ccc(Br)cc1)S(=O)(=O)c1ccccc1)NCC1CCCO1 (stereo not given) | 2% | -11% | 0% | i | 7% | -4 | 10% | 7% | 0.4%
Nc1ccccc1C(=O)N1CCCC1 | 5% | 4% | -3% | i | 2% | 7 | 1%[11.3 µM] | 6% | -0.1%
More records follow.
SMILES | Nrf2 inh | HepG2 viability | MCF10A rerep | S2 tox | TGFb SMAD3 inh | IL1B secr inh | ATXN2 expr inh | A549 tox | Nrf2 ARE act
CCOc1ccc(N2CC(NC(=O)c3ccc4ccccc4c3)CC2=O)cc1 (stereo not given) | 11% | -10% | ? | i | 12% | -7 | 1% | 1% | 2.2%
C/C(=N/NC(=O)CNC(=O)c1cccs1)c1ccc(Cl)cc1 | -17% | 5% | -1% | i | 6% | -8 | 9% | 5% | -1.1%
CCCCCCCC(=O)N1CCN(c2cc3c(cc2F)c(=O)c(C(=O)O)cn3CC)CC1 | -3% | 1% | 17% | i | 0% | 11 | 3% | -10% | -0.5%
CC(C)NC(=O)CSCc1c(Cl)cccc1Cl | -7% | -23% | 10% | i | 4% | -8 | 17% | -1% | 0.0%
CC/C=C/C(=O)N1CC2(CC(c3cccc(NC(=O)c4ccccc4)c3)=NO2)C[C@@H]1C(N)=O (stereo not given in full) | 3% | 0% | -8% | i | 2% | 2 | 1% | 0% | 8.0%
CCOc1cc(/C=C2\CN(CC)C/C(=C\c3ccc(O)c(OCC)c3)C2=O)ccc1O | ? | 8.9µM* | ? | ? | 5.6µM* | -104* | ? | ? | ?
O=S1(=O)N[C@H](c2ccccc2)C[C@H](c2ccc(C(F)(F)F)cc2)O1 | -6% | -16% | -14% | i | -4% | -7 | -24% | 9% | 0.7%
O=C(COC(=O)c1cc(=O)[nH]c2ccccc12)NCc1cccc(Cl)c1 | 8% | 7% | -9% | i | -11% | 8 | 5% | 0% | 0.0%
C=CCN1N=C(/C=C/c2ccc(OC)cc2)CCC1=O | ? | -3% | 1% | i | 2% | -2 | 12% | 5% | -0.1%
COc1nc(SC)nc(Cl)c1Cc1ccc(OC(C)C)cc1 | 0% | 9% | 12% | i | -3% | 38 | 0% | 13% | 0.7%
O=C(CN1C(=O)c2ccccc2S1(=O)=O)N1CCc2ccccc21 | 4.1µM* | -15% | 12% | i | 11% | -9 | 2.5µM* | 0% | -2.5%
Cc1cccc2cc(CN(CCCO)C(=O)Nc3cccc(Cl)c3)c(=O)[nH]c12 | -18% | 1% | ? | i | 0% | -25 | 9% | -6% | 1.0%
COC(=O)c1cc(C)nc2c1c(=O)nc(SCc1cccc(C(F)(F)F)c1)n2C1CC1 | . | -6% | . | . | 0% | . | . | -1% | 0.5%
CCOC(=O)[C@H]1[C@H]2COc3ccc(C)cc3[C@@H]2N2C(=O)c3cc(C)ccc3NC(=O)[C@@]12C | -16% | -48% | 2% | i | -5% | -12 | -3% | 0% | 3.1%
O=C(N/N=C/c1ccccc1O)/C(=C/c1ccccc1)CCO | ? | -40% | 12% | i | -11% | 79 | 3.5µM* | 1% | -0.1%
O=C(NNc1nc2ccccc2s1)c1ccccc1F | 11% | -39% | ? | i | -25% | -5 | 8% | 12% | 2.5%
CCc1ccc(OCc2cnc(Cl)s2)cc1 | 5% | 5% | 15% | i | 3% | -30 | -3% | -1% | 3.0%
O=C(O)C1=C[C@H](c2cccs2)C[C@H](OCCCCO)O1 | 5% | -5% | -1% | i | -1% | 40 | 8% | 5% | 4.4%
O=C(O)C1C2C=CC(O2)C1C(=O)NCCc1cccc(Cl)c1 (stereo not given) | 4% | -16% | -3% | i | -11% | 13 | -4% | -3% | -0.3%
CC(=O)c1ccc(NC(=O)CC(c2cccs2)N2Cc3ccccc3C2=O)cc1 (stereo not given) | ? | -3% | . | i | -3% | . | 45%[activator] | 0% | 2.6%

Bioassay records deposited in PubChem BioAssay by National Center for Advancing Translational Sciences (NCATS).
